Bioassay records (PubChem)
Diaph act CS = activates diaphorase or chemically reduces, flagging diaphorase assay artifacts; Diaphorase/resazurin coupled assay, resorufin fluorescence, 16 min; hits give high values; 1 = vehicle wells, 0 = NADH-free wells; activation factor at 20 µM; hit rate 0.005% among 190,000; AID 1229;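 active = diaphorase activity raised at least twofold by the compound at 20 µM; inactive = activation factor below 2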
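System – purified diaphorase enzyme from Clostridium kluyveri · Input – enzyme 0.07 U/mL final · Also added – final NADH 0.114 mM, resazurin 0.1 mM · Measured by – fluorescence of resorufin, 544 nm excitation, 590 nm emission · Timing – 16 min enzyme reaction, ambient temperature · Measure – resorufin increase flagging diaphorase activators or reducers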
PMI activator = phosphomannose isomerase (human) activation. P34949. purified human PMI, coupled resazurin fluorescence, 20 min; hits give high values; 1 = vehicle control, 0 substrate-free wells. activation factor at 20 µM. hit rate 0.005% among 190,000. AID 1214;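 active = activation factor of 2 or more at 20 µM, relative to plate controls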
PMI act satM6P = increases human PMI activity with near-saturating mannose 6-phosphate; P34949; coupled PMI enzyme assay, resazurin fluorescence, 20 min; hits give high values; 1 = untreated enzyme, 0 = substrate-free blank; activation factor at 20 µM; hit rate 0.34% among 190,000;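 active = activation factor of 2 or more at 20 µM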
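Material: human phosphomannose isomerase with PGI, G6PDH, diaphorase coupling enzymes; amount: PMI at 15 ng/mL final; also added: Mannose-6-phosphate 1.0 mM (near-saturating) plus 0.22 mM NADP+; incubation: enzyme reaction with compound 20 min at room temperature; signal: resorufin fluorescence (Ex 544/Em 590 nm) from resazurin via diaphorase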
S1P3 antag = antagonists of human S1P3 receptor; AID 485; CHO S1P3 NFAT-BLA reporter, FRET fluorescence, antagonist mode; inhibition, % at 4.98 µM; hit rate 0.27% among 170,000;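 active = inhibition above the plate cutoff, the mean inhibition of test wells on that plate plus 3 SD, cut at about 28% in these data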;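 note: cells challenged with S1P at its EC80 of 0.8 µM; blue over green emission ratio from cleaved BLA substrate after 4 h stimulation; 0% = S1P-stimulated wells and 100% = unstimulated DMSO-only wells; some compounds past the cut are filed as inactive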
Target sequence (Q99500 whole entry, looked up): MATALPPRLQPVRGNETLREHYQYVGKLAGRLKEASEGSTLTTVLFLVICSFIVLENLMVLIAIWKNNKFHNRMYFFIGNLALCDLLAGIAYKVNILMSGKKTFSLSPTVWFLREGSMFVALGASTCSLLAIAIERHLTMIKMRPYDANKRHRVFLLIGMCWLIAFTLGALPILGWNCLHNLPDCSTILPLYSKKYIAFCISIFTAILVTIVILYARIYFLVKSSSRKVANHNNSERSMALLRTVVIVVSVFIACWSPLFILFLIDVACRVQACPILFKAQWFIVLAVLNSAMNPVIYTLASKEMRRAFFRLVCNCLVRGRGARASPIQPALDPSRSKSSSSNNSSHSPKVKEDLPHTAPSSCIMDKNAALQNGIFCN
PPARg SRC-3 ag = agonists of human PPARgamma SRC-3 coactivator recruitment | P37231 | biochemical PPARgamma/SRC-3 coactivator recruitment assay | activation, % at 8 µM | hit rate 0.26% among 200,000 | AID 731; in the data active = activation above about 23%;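 note: 0% = DMSO and 100% = reference agonist; some compounds past the cut are filed as inactive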
Target sequence (P37231 whole entry, looked up): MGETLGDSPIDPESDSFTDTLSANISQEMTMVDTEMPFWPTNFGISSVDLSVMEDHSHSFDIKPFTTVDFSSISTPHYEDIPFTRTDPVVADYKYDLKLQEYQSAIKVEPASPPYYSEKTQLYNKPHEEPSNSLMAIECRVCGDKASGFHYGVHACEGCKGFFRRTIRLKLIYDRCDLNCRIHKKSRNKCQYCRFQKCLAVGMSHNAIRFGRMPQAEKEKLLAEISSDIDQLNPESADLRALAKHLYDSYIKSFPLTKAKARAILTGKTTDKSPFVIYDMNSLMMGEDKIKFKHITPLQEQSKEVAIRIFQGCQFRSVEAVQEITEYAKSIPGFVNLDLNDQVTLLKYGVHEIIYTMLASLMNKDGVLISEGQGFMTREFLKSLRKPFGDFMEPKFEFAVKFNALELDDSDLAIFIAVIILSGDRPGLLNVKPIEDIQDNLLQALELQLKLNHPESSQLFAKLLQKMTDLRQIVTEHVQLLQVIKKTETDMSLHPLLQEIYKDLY
G6PDH CS = inhibits Leuconostoc G6PDH, flagging false hits in G6PDH-based assays; inhibition, % at 5 µM; Purified L. mesenteroides G6PDH, diaphorase/resazurin coupled fluorescence, 45 min; hit rate 0.12% among 200,000; in the data active = inhibition above about 50%
PPARg SRC-2 ag = promotes SRC-2 coactivator recruitment by human PPARgamma | P37231 | PPARgamma LBD-SRC-2 recruitment, biochemical | activation, % at 8 µM | hit rate 0.34% among 200,000 | AID 1032; in the data active = activation above about 22%;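 note: 0% = vehicle and 100% = reference agonist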
Diaph inh CS = counter-screen for diaphorase-based assays: diaphorase inhibitors and chemical oxidizers; diaphorase resazurin-to-resorufin fluorescence, NADH, 16 min; bacterial (C. kluyveri) enzyme, not human; inhibition, % at 20 µM; hit rate 0.69% among 190,000; AID 1217;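 active = primary screen inhibition at 20 µM above a set limit, cut at about 50% in these data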;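 note: plate controls were DMSO with full reaction for no effect and wells lacking NADH for full effect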
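material = Clostridium kluyveri diaphorase enzyme | amount = 0.14 U/mL diaphorase, enzyme working solution | schedule = incubation 16 min, room temperature | detection = fluorescence of resorufin formed from resazurin, Ex 544/Em 590 nm | benchmarks = positive control minus NADH, DMSO neutral control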
PPARg SRC-1 ag = agonists of human PPARgamma SRC-1 coactivator recruitment. AID 631. PPARgamma-SRC-1 coactivator recruitment biochemical assay. hit rate 0.41% among 200,000. activation, % at 8 µM. P37231; in the data active = activation above about 19%;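 note: 0% = DMSO and 100% = reference agonist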
ROMK primary = modulators of human ROMK potassium channel. AID 1918. hit rate 2% among 130,000. Tet-inducible ROMK, thallium flux fluorescence; actives lie on both sides. B-score at 10 µM. P48048;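 active = signal ratio slope over the read window, or its plate-corrected B-score, at least 3 SD from the plate mean, either direction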;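 note: B-score of the F/F0 ratio slope over 7 to 12 s after thallium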
SRC2 TRFRET art = counter-screen for PPARgamma SRC-2 recruitment agonists: TR-FRET artefact; AID 1049; hits give high values; hit rate 0.4% among 200,000; TR-FRET ratio at 8 µM; in the data active = TR-FRET ratio above about 2000; note: inactives centre near 1500
* marks the source's active call; other numbers are inactive results.

What do the screens show for `CCn1cc(C(=O)NCCCN2CCCCCC2)c(=O)c2cc(S(=O)(=O)N3CCc4ccccc4C3)ccc21`?
Diaph act CS: 1.2; PMI activator: 1; PMI act satM6P: 0.9; S1P3 antag: -14; PPARg SRC-3 ag: 1; G6PDH CS: 6; PPARg SRC-2 ag: 7; Diaph inh CS: -16; PPARg SRC-1 ag: 5; ROMK primary: -0.77; SRC2 TRFRET art: 1688

What do the screens show for `CCN1C(=O)CC(C(=O)OC)=C1C`?
Diaph act CS: 0.9; PMI activator: 1.1; PMI act satM6P: 0.8; S1P3 antag: -13; PPARg SRC-3 ag: 3; G6PDH CS: 5; PPARg SRC-2 ag: 4; Diaph inh CS: 6; PPARg SRC-1 ag: -5; ROMK primary: 0.79; SRC2 TRFRET art: 1537

Results for CCOC(=O)C(C(C)=O)C(c1ccc(OC)cc1)C(C(C)=O)C(=O)OCC (stereo not given) ?
Diaph act CS: 0.9; PMI activator: 0.9; PMI act satM6P: 0.9; S1P3 antag: 9; PPARg SRC-3 ag: -9; G6PDH CS: -9; PPARg SRC-2 ag: -9; Diaph inh CS: 14; PPARg SRC-1 ag: 4; SRC2 TRFRET art: 1307

How did COc1ccccc1NNC(=O)C(O)(c1ccccc1OC)c1ccccc1OC do in these assays?
Diaph act CS: 1; PMI activator: 1.2; PMI act satM6P: 1.2; S1P3 antag: 1; PPARg SRC-3 ag: -1; G6PDH CS: 25; PPARg SRC-2 ag: 4; Diaph inh CS: 0; PPARg SRC-1 ag: -1; ROMK primary: -0.8; SRC2 TRFRET art: 1686

What do the screens show for `COc1ccc(NC(=O)Cc2ccc(Cl)c(Cl)c2)cn1`?
Diaph act CS: 0.9; PMI activator: 1; PMI act satM6P: 0.9; S1P3 antag: 2; PPARg SRC-3 ag: -2; G6PDH CS: 3; PPARg SRC-2 ag: 1; Diaph inh CS: 7; PPARg SRC-1 ag: 3; ROMK primary: -1; SRC2 TRFRET art: 1511

What do the screens show for `CN(C)C(CNC(=S)Nc1cccc(Cl)c1)c1cccnc1` (stereo not given)?
Diaph act CS: 0.9; PMI activator: 1; PMI act satM6P: 1; S1P3 antag: 10; PPARg SRC-3 ag: -2; G6PDH CS: -5; PPARg SRC-2 ag: 1; Diaph inh CS: 7; PPARg SRC-1 ag: 7; ROMK primary: 0.82; SRC2 TRFRET art: 1559

What do the screens show for `O=C(NCC1CCCO1)c1ccc(COc2ccc(Cl)cc2)cc1` (stereo not given)?
Diaph act CS: 1; PMI activator: 1; PMI act satM6P: 1; S1P3 antag: 18; PPARg SRC-3 ag: 0; G6PDH CS: -3; PPARg SRC-2 ag: -7; Diaph inh CS: 2; PPARg SRC-1 ag: -11; ROMK primary: 0.43; SRC2 TRFRET art: 1390

Results for CC1CCCC(NC(=O)COC(=O)c2cccc(NS(=O)(=O)/C=C/c3ccccc3)c2)C1C (stereo not given) ?
Diaph act CS: 0.9; PMI activator: 1; PMI act satM6P: 1.1; S1P3 antag: -12; PPARg SRC-3 ag: 2; G6PDH CS: -16; PPARg SRC-2 ag: 13; Diaph inh CS: 7; PPARg SRC-1 ag: 0; SRC2 TRFRET art: 1599

Results for CN(Cc1ccccn1)Cc1nc(COc2ccccc2)no1 ?
Diaph act CS: 0.9; PMI activator: 1; PMI act satM6P: 1; S1P3 antag: -5; PPARg SRC-3 ag: 2; G6PDH CS: 3; PPARg SRC-2 ag: -6; Diaph inh CS: 8; PPARg SRC-1 ag: -6; ROMK primary: -0.16; SRC2 TRFRET art: 1351

What do the screens show for `O=C(CSc1nc(-c2ccccc2)nn1C(=O)c1ccccc1)Nc1cccc([N+](=O)[O-])c1`?
Diaph act CS: 1; PMI activator: 0.9; PMI act satM6P: 0.9; PPARg SRC-3 ag: -2; G6PDH CS: 7; PPARg SRC-2 ag: 2; Diaph inh CS: 3; PPARg SRC-1 ag: 0; SRC2 TRFRET art: 1472

How did CCc1ccccc1NC(=O)c1cc2ncc(Br)cn2n1 do in these assays?
Diaph act CS: 0.9; PMI activator: 1; PMI act satM6P: 1.1; PPARg SRC-3 ag: -3; G6PDH CS: 2; PPARg SRC-2 ag: 0; Diaph inh CS: 14; PPARg SRC-1 ag: 4; ROMK primary: 1.9; SRC2 TRFRET art: 1549

What do the screens show for `Cc1cccc(NC(=O)c2cc(NC(=O)C3CCCCC3C(=O)O)ccc2Cl)n1` (stereo not given)?
Diaph act CS: 0.9; PMI activator: 0.9; PMI act satM6P: 1; S1P3 antag: -16; PPARg SRC-3 ag: -4; G6PDH CS: 8; PPARg SRC-2 ag: 4; Diaph inh CS: 14; PPARg SRC-1 ag: 2; SRC2 TRFRET art: 1620

How did O=C(C1CCCCC1)N(Cc1ccccc1)c1ccccn1 do in these assays?
Diaph act CS: 0.9; PMI activator: 0.9; PMI act satM6P: 0.9; PPARg SRC-3 ag: -1; G6PDH CS: -2; PPARg SRC-2 ag: 10; Diaph inh CS: 8; PPARg SRC-1 ag: 0; SRC2 TRFRET art: 1597

How did O=C(CC1CCCCC1)Nc1nc2ccccc2s1 do in these assays?
Diaph act CS: 0.8; PMI activator: 0.9; PMI act satM6P: 0.9; S1P3 antag: -7; PPARg SRC-3 ag: 1; G6PDH CS: 19; PPARg SRC-2 ag: -2; Diaph inh CS: 16; PPARg SRC-1 ag: 2; ROMK primary: 0.89; SRC2 TRFRET art: 1574

How did O=C(CNC(=O)c1ccc(Br)cc1)NCC(=O)OCC(=O)c1ccccc1 do in these assays?
Diaph act CS: 0.9; PMI activator: 1.1; PMI act satM6P: 1.1; S1P3 antag: 3; PPARg SRC-3 ag: 0; G6PDH CS: 1; PPARg SRC-2 ag: -8; Diaph inh CS: 6; PPARg SRC-1 ag: 4; ROMK primary: 0.12; SRC2 TRFRET art: 1518

Random excerpt: 2 entries already listed
How did COc1ccccc1NNC(=O)C(O)(c1ccccc1OC)c1ccccc1OC do in these assays?
Diaph act CS: 1; PMI activator: 1.2; PMI act satM6P: 1.2; S1P3 antag: 1; PPARg SRC-3 ag: -1; G6PDH CS: 25; PPARg SRC-2 ag: 4; Diaph inh CS: 0; PPARg SRC-1 ag: -1; ROMK primary: -0.8; SRC2 TRFRET art: 1686

Results for CCOC(=O)C(C(C)=O)C(c1ccc(OC)cc1)C(C(C)=O)C(=O)OCC (stereo not given) ?
Diaph act CS: 0.9; PMI activator: 0.9; PMI act satM6P: 0.9; S1P3 antag: 9; PPARg SRC-3 ag: -9; G6PDH CS: -9; PPARg SRC-2 ag: -9; Diaph inh CS: 14; PPARg SRC-1 ag: 4; SRC2 TRFRET art: 1307

Going on with the list.
Results for Cc1cc(NCCCn2ccnc2)n2ncc(-c3ccccc3)c2n1 ?
Diaph act CS: 1; PMI activator: 0.9; PMI act satM6P: 0.9; S1P3 antag: -14; PPARg SRC-3 ag: 11; G6PDH CS: 1; PPARg SRC-2 ag: -3; Diaph inh CS: -2; PPARg SRC-1 ag: 9; ROMK primary: -3.3*; SRC2 TRFRET art: 1499

Results for Cc1cc(=O)oc(C)c1C(=O)O ?
Diaph act CS: 0.9; PMI activator: 0.9; PMI act satM6P: 1; PPARg SRC-3 ag: 1; G6PDH CS: 1; PPARg SRC-2 ag: 7; Diaph inh CS: 5; PPARg SRC-1 ag: 0; SRC2 TRFRET art: 1440

Results for O=c1cc(-c2c(F)c(F)c(F)c(F)c2F)oc2ccccc12 ?
Diaph act CS: 0.8; PMI activator: 0.9; PMI act satM6P: 1; PPARg SRC-3 ag: -4; G6PDH CS: 1; PPARg SRC-2 ag: 9; Diaph inh CS: 19; PPARg SRC-1 ag: 2; SRC2 TRFRET art: 1479

Results for COc1ccc(C[C@H]2CN3C(=NC[C@@H]3C(C)C)N2CCNC(=O)CCC2CCCCC2)cc1 ?
Diaph act CS: 0.9; PMI activator: 0.9; PMI act satM6P: 1; S1P3 antag: -3; PPARg SRC-3 ag: 0; G6PDH CS: 2; PPARg SRC-2 ag: 2; Diaph inh CS: 7; PPARg SRC-1 ag: -2; SRC2 TRFRET art: 1551

Results for Cc1c(Cl)cccc1NC(=S)NCCc1ccc(S(N)(=O)=O)cc1 ?
Diaph act CS: 0.8; PMI activator: 0.9; PMI act satM6P: 1; S1P3 antag: -4; PPARg SRC-3 ag: -3; G6PDH CS: 4; PPARg SRC-2 ag: 0; Diaph inh CS: 18; PPARg SRC-1 ag: -1; ROMK primary: -0.97; SRC2 TRFRET art: 1554

Results for COc1ccc(CNc2oc(-c3cccc4ccccc34)nc2C#N)cc1 ?
Diaph act CS: 0.9; PMI activator: 0.9; PMI act satM6P: 0.9; S1P3 antag: 3; PPARg SRC-3 ag: -7; G6PDH CS: 4; PPARg SRC-2 ag: -3; Diaph inh CS: 12; PPARg SRC-1 ag: -4; SRC2 TRFRET art: 1598

What do the screens show for `COC(=O)C1=C(N)OC2=C(C(=O)CC(C)(C)C2)C1c1ccccc1OC` (stereo not given)?
Diaph act CS: 0.9; PMI activator: 1; PMI act satM6P: 1.1; S1P3 antag: 10; PPARg SRC-3 ag: 7; G6PDH CS: 4; PPARg SRC-2 ag: 13; Diaph inh CS: 10; PPARg SRC-1 ag: 3; SRC2 TRFRET art: 1561

Results for CCOC(=O)C1CCN(C(=O)CCCOc2ccccc2)CC1 ?
Diaph act CS: 0.9; PMI activator: 0.9; PMI act satM6P: 1; PPARg SRC-3 ag: 3; G6PDH CS: -1; PPARg SRC-2 ag: 9; Diaph inh CS: 9; PPARg SRC-1 ag: -5; ROMK primary: -0.12; SRC2 TRFRET art: 1469

Results for Clc1ccccc1CSc1ncccn1 ?
Diaph act CS: 0.9; PMI activator: 0.9; PMI act satM6P: 1; S1P3 antag: 8; PPARg SRC-3 ag: 4; G6PDH CS: -3; PPARg SRC-2 ag: -3; Diaph inh CS: 6; PPARg SRC-1 ag: -3; ROMK primary: 1.2; SRC2 TRFRET art: 1605

Results for COc1ccc(CCNC(=O)CC2SC(N)=NC2=O)cc1OC (stereo not given) ?
Diaph act CS: 0.9; PMI activator: 0.9; PMI act satM6P: 0.9; S1P3 antag: -20; PPARg SRC-3 ag: 5; G6PDH CS: 8; PPARg SRC-2 ag: 5; Diaph inh CS: 14; PPARg SRC-1 ag: -2; ROMK primary: 1.1; SRC2 TRFRET art: 1586

Results for O=C(Nc1ccc(-c2nc3ccccc3[nH]2)cc1)c1cccc(N2C(=O)CCC2=O)c1 ?
Diaph act CS: 1; PMI activator: 1.1; PMI act satM6P: 1.1; S1P3 antag: 3; PPARg SRC-3 ag: 3; G6PDH CS: 3; PPARg SRC-2 ag: 5; Diaph inh CS: -2; PPARg SRC-1 ag: -1; ROMK primary: 1.2; SRC2 TRFRET art: 1416
